TEAD-YAP inh: TEAD-YAP interaction inhibition, primary screen, TEAD-YAP interaction inhibitor project, luminescence, HEK-TIYL cells; TEAD-Gal4/YAP UAS-luciferase luminescence; inhibition, % at 9.12 µM; 1.4% of 640,000 active; AID 1259422, 2018; in the data active means inhibition above about 32%;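 further: 0% = median of test compound wells and 100% = reference inhibitor wells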
GPR151 ag: activators of human GPR151, primary screen, cell-based, PathHunter beta-arrestin, luminescence; G-protein coupled receptor 151 (Homo sapiens), Q8TDV0; 1% of 650,000 active; activation, % at 11.2 µM; AID 1508602, 2020; PathHunter beta-arrestin GPR151 cells; in the data active means activation above about 4.9%;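 further: 0% = median of compound wells and 100% = cells with positive control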
Target sequence (Q8TDV0 whole entry, looked up): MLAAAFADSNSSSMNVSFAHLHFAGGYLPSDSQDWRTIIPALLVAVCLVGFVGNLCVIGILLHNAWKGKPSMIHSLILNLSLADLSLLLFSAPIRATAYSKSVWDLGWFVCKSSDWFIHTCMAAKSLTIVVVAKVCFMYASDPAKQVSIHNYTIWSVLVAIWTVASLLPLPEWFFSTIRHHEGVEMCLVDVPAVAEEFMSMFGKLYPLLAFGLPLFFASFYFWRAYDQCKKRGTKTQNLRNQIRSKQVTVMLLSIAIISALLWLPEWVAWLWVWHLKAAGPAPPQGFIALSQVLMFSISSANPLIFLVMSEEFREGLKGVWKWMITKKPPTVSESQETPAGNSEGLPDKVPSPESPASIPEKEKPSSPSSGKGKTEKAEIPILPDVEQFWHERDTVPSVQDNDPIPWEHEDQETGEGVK
FBW7 activator: FBW7 E3 ligase activators, primary screen, biochemical, AlphaScreen, human; F-box/WD repeat-containing protein 7 (Homo sapiens), Q969H0; AlphaScreen FBW7–phospho-cyclin E peptide binding, activator screen; normalized activity (activation), % at 26.1 µM; 0.13% of 650,000 active; AID 1259310, 2017; in the data active means normalized activity above about 1.9%;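 further: purified mutant Fbw7 with reduced substrate affinity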
MITF primary: MITF inhibitors, primary screen, biochemical, AlphaScreen, human. AID 1259374, 2018. inhibition, % at 2.6 µM. 0.91% of 650,000 active. AlphaScreen MITF homodimerization, bead proximity signal; in the data active means inhibition above about 50%;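 further: 0% = vehicle wells with protein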
Target sequence (O75030 whole entry, looked up): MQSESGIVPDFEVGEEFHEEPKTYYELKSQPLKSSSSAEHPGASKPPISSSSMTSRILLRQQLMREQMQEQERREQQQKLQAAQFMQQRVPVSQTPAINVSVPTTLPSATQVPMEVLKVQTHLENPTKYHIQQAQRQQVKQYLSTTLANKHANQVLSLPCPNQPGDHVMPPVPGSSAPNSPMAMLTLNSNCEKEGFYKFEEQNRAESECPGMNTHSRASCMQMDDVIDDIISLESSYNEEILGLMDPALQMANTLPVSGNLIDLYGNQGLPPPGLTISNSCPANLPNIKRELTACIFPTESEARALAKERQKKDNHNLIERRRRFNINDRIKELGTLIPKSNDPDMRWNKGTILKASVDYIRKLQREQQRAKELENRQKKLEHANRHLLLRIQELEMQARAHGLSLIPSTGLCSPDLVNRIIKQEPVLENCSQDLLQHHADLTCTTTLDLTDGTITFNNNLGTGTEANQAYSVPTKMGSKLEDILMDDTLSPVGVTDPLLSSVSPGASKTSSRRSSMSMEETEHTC
* marks the source's active call; other numbers are inactive results.

Every second line gives: TEAD-YAP inh | GPR151 ag | FBW7 activator | MITF primary
O=c1[nH]nc2c3ccccc3cnn12
    1.8 | 0.4 | -0.1 | -2.4
O=C(OC(c1ccccc1)c1nccc2ccccc12)c1ccc([N+](=O)[O-])cc1 (stereo not given)
    -5.0 | 2.0 | 0.1 | 1.5
Cn1nc(CN)c2ccccc2c1=O
    10.7 | -2.9 | 0.0 | 0.0
CC(=O)N(/N=c1\sc2ccccc2n1C(C)=O)C(C)=O
    9.6 | 1.4 | 0.2 | 0.5
Cc1ccc2c(c1)-c1c(sn(-c3ccc(C(C)C)cc3)c1=S)C(C)(C)N2
    1.6 | -1.2 | 0.0 | 5.6
O=C(Nc1ccc(-c2cn[nH]c2)cc1Cl)C1COc2ccccc2O1 (stereo not given)
    -28.6 | -0.6 | 0.8 | 37.5
CC(C)=N/N=C1/NC(=O)C(CC(=O)Nc2ccc(C(=O)O)cc2)S1 (stereo not given)
    -1.1 | -0.2 | 0.0 | -3.6
CC(=O)Nc1cccc(C(=O)OC/C(O)=C(\C#N)c2nc3ccccc3s2)c1
    -16.8 | 0.3 | 0.0 | 1.8
O=C1CCC(N2CCCC2)CCN1Cc1cccc(F)c1 (stereo not given)
    -4.4 | 1.6 | 0.2 | -9.9
COc1ccc(C(C)=O)cc1CC1(C)C(=O)Nc2ccc(-c3cccnc3)cc21 (stereo not given)
    -12.6 | -0.5 | 0.1 | -4.7
CC(C)C(C)(C#N)NC(=O)CSc1nnc(-c2ccco2)o1 (stereo not given)
    -5.9 | 0.2 | 0.1 | -8.4
C=CCn1c(N2CCC(C(=O)NCCCCO)CC2)nc2ccccc21
    -3.2 | -0.7 | 0.2 | -2.4
Nn1cnn2c(SCCSC3CCCCC3)nnc12
    -5.5 | 1.1 | -0.1 | 5.9
CC(C)(C)C(=O)CN1CCC2(CC1)NC(=O)c1ccccc1N2
    -0.9 | -0.1 | -0.1 | -8.1
Cc1cccc(NS(=O)(=O)c2ccc(-c3ccccc3)cc2)c1
    2.1 | 0.9 | 0.1 | 16.9
N#Cc1cccc(S(=O)(=O)Nc2ccccc2F)c1
    -1.2 | -1.4 | -0.1 | 1.7
Cc1cc(OC(=O)C(C)(C)C)c([N+](=O)[O-])c(=O)[nH]1
    -9.7 | -1.2 | -0.2 | 13.6
COc1ccc(CNc2ccc(Br)cn2)cc1
    -65.2 | 0.6 | -0.1 | 2.8
O=C(CN(Cc1ccccc1)S(=O)(=O)c1ccc(Br)cc1)Nc1ccc(F)cc1
    -9.3 | -0.5 | 0.0 | 3.5
CCCCNC(=O)CCc1c(C)nc2c(c(C)nn2C)c1C
    -6.7 | 0.0 | 0.0 | -5.2
CCN(CC)CCNC(=O)C12CC3CC(CC(C3)C1)C2
    -11.6 | 1.7 | 0.0 | 12.6
COc1ccc(NS(=O)(=O)c2cccc(Cl)c2)cc1S(=O)(=O)N1CCOCC1
    4.3 | -0.3 | -0.1 | 0.3
Cc1cccc(C(=O)NCc2ccco2)c1[N+](=O)[O-]
    5.2 | -0.1 | -0.2 | 3.3
CN1CCC(N(C2CC2)S(=O)(=O)c2ccc([N+](=O)[O-])cc2)CC1
    4.5 | -0.5 | 0.1 | 8.1
O=C(/C=C\c1cccs1)Nc1ccccc1NC(=O)c1ccccc1Cl
    19.6 | -0.3 | -0.1 | 11.6
Nc1c(C(=O)N2CCCCC2)sc2nc(-c3ccccc3)cc(C(F)(F)F)c12
    10.7 | 0.4 | 0.0 | 2.5
COC(=O)c1ccc(-c2ccco2)n1CC(=O)N1CCN(c2ccccn2)CC1
    -1.4 | 0.0 | -0.3 | 12.4
CCc1ccccc1NC(=O)c1c(C)c(-c2ccc(Cl)cc2)nc2ccccc12
    3.9 | 1.2 | 0.0 | 3.1
O=C(CNC(=O)c1ccc(Cl)cc1)N/N=C\c1ccoc1
    2.6 | -0.8 | 0.0 | 3.2
c1ccc(CN2CCOCCOCCOCCOCCOCC2)cc1
    -0.7 | 0.2 | 0.1 | 2.6

16 entries from above, bar-delimited:
structure | TEAD-YAP inh | GPR151 ag | FBW7 activator | MITF primary
O=c1[nH]nc2c3ccccc3cnn12 | 1.8 | 0.4 | -0.1 | -2.4
O=C(OC(c1ccccc1)c1nccc2ccccc12)c1ccc([N+](=O)[O-])cc1 (stereo not given) | -5.0 | 2.0 | 0.1 | 1.5
Cn1nc(CN)c2ccccc2c1=O | 10.7 | -2.9 | 0.0 | 0.0
CC(=O)N(/N=c1\sc2ccccc2n1C(C)=O)C(C)=O | 9.6 | 1.4 | 0.2 | 0.5
Cc1ccc2c(c1)-c1c(sn(-c3ccc(C(C)C)cc3)c1=S)C(C)(C)N2 | 1.6 | -1.2 | 0.0 | 5.6
O=C(Nc1ccc(-c2cn[nH]c2)cc1Cl)C1COc2ccccc2O1 (stereo not given) | -28.6 | -0.6 | 0.8 | 37.5
CC(C)=N/N=C1/NC(=O)C(CC(=O)Nc2ccc(C(=O)O)cc2)S1 (stereo not given) | -1.1 | -0.2 | 0.0 | -3.6
CC(=O)Nc1cccc(C(=O)OC/C(O)=C(\C#N)c2nc3ccccc3s2)c1 | -16.8 | 0.3 | 0.0 | 1.8
O=C1CCC(N2CCCC2)CCN1Cc1cccc(F)c1 (stereo not given) | -4.4 | 1.6 | 0.2 | -9.9
COc1ccc(C(C)=O)cc1CC1(C)C(=O)Nc2ccc(-c3cccnc3)cc21 (stereo not given) | -12.6 | -0.5 | 0.1 | -4.7
CC(C)C(C)(C#N)NC(=O)CSc1nnc(-c2ccco2)o1 (stereo not given) | -5.9 | 0.2 | 0.1 | -8.4
C=CCn1c(N2CCC(C(=O)NCCCCO)CC2)nc2ccccc21 | -3.2 | -0.7 | 0.2 | -2.4
Nn1cnn2c(SCCSC3CCCCC3)nnc12 | -5.5 | 1.1 | -0.1 | 5.9
CC(C)(C)C(=O)CN1CCC2(CC1)NC(=O)c1ccccc1N2 | -0.9 | -0.1 | -0.1 | -8.1
Cc1cccc(NS(=O)(=O)c2ccc(-c3ccccc3)cc2)c1 | 2.1 | 0.9 | 0.1 | 16.9
N#Cc1cccc(S(=O)(=O)Nc2ccccc2F)c1 | -1.2 | -1.4 | -0.1 | 1.7

Other compounds.
Every second line gives: TEAD-YAP inh | GPR151 ag | FBW7 activator | MITF primary
Cc1ccc(Cn2ccn(Cc3ccccc3)c(=O)c2=O)cc1
    14.9 | -3.0 | -0.2 | 7.4
CCC(C(=O)N1CCN(c2ccccc2)CC1)n1sc2ccccc2c1=O (stereo not given)
    -3.4 | 0.6 | -0.4 | 1.1
CCC(Sc1nc2ccsc2c(=O)n1CCCC(=O)NCCc1ccc(S(N)(=O)=O)cc1)C(=O)NCc1cccnc1 (stereo not given)
    2.7 | 1.4 | 0.0 | -32.3
CCCCn1c(CCC(=O)N2CCC(=O)CC2)nc2c1c(=O)[nH]c(=O)n2CCC
    2.9 | -0.7 | 0.2 | -5.1
COC(=O)C(NC(=O)C(F)(F)F)c1ccc(O)cc1 (stereo not given)
    10.7 | 0.4 | 0.0 | 6.3
CCc1cccc(C)c1NC(=O)/C=C/C(=O)O
    5.8 | 0.7 | 0.1 | 6.5
Cc1ccc(C(=O)Nc2cc(C)ccc2C)cc1
    4.9 | -3.3 | 0.1 | 10.4
Cc1ccc(N2C(=O)NC(=O)/C(=C\c3ccc(O)cc3)C2=O)cc1C
    -2.4 | -1.5 | 0.0 | 2.7
Cc1nn(C(=O)N2CCOCC2)c(C)c1Br
    2.6 | -1.2 | 0.5 | 13.6
CCOc1ccc(Nc2cc(N3CCC(C)CC3)c3noc4c3c2C(=O)c2ccccc2-4)cc1
    -2.3 | 0.2 | -0.2 | 14.3
COc1ccc(Cl)cc1C1=N/C(=C\c2cccc(Cl)c2Cl)C(=O)O1
    -9.9 | -0.3 | -0.1 | 6.7
Cc1ccc(C2(CCNC(C)c3ccccc3)CCOC(C)(C)C2)cc1 (stereo not given)
    7.2 | -0.9 | -0.2 | -32.2
CCN1C(=O)/C(=C/c2cc3c(cc2OC)OCO3)N(C)C1=S
    -7.0 | 0.5 | 0.0 | 20.1
Cc1ccc(/C=C2/N=C(c3cc([N+](=O)[O-])ccc3Cl)OC2=O)o1
    10.6 | -0.3 | 0.2 | -11.6
COc1ccccc1N1CCN(Cc2cccs2)CC1
    -11.3 | 2.9 | 0.2 | 26.3
O=C(c1ccccc1)N1CCN2C(=O)[C@H]3CCCN3C(=O)[C@H]2C1
    -5.8 | -0.3 | 0.0 | -17.1
CC(C)(C)CN1CCN(Cc2ccc(O)cc2)CC1CCO (stereo not given)
    -3.8 | -1.5 | -0.1 | -3.6
C=CCNC(=O)CC1Nc2c3ccccc3nc(=S)n2C1=O (stereo not given)
    -15.4 | 0.9 | 0.1 | 6.9
CC1(C)CC(=O)C2=C(C1)N=C1SCCC(=O)N1C2c1ccc(F)cc1 (stereo not given)
    12.8 | 1.1 | -0.2 | -1.6
C[C@@H](O)[C@@H]1NC(=O)[C@@H]2C[C@H](NCc3ccccc3Cl)CN2C1=O
    3.2 | -1.1 | -0.1 | -14.3
O=C1c2ccccc2C(=O)C1C1(C2C(=O)c3ccccc3C2=O)C(=O)Nc2ccccc21
    -14.0 | -0.3 | -0.5 | -3.2
COc1cccc(CN2CCC(=O)N(Cc3ccc(F)cc3Cl)CC2)c1
    5.4 | -1.0 | -0.1 | 10.8
CCc1c(C(=O)N2CCN(c3ccccc3F)CC2)[nH]c(C)c1C(C)=O
    -11.4 | -0.2 | 0.0 | -8.3
Cc1cccc(OCCn2c(=S)[nH]c3cc(C(F)(F)F)ccc32)c1
    -9.6 | 0.9 | 0.0 | -4.8
Cc1ccc(S(N)(=O)=O)cc1NC(=O)/C=C/c1c(Cl)cccc1Cl
    -9.3 | 0.4 | -0.1 | -3.1
O=C(Nc1ccc(C(F)(F)F)cc1)c1cc(S(=O)(=O)NC2CCCCCC2)ccc1F
    16.5 | 3.0 | 0.0 | 0.8
C=CCn1c(=S)[nH]c2cc(C(=O)NCc3cccc(Cl)c3)ccc2c1=O
    0.6 | 0.0 | 0.1 | 8.1
CC(CNC(=O)c1ccc(C(C)(C)C)cc1)c1ccccc1 (stereo not given)
    -17.7 | 0.4 | -0.1 | 1.0
CCCCN(C)C(=O)c1ccc2c(c1NCCO)C(=O)c1ccccc1C2=O
    3.9 | 0.1 | -0.2 | 18.1
CCOc1ccc(C(=O)CS(=O)(=O)c2ccc(C)cc2)cc1
    8.8 | 0.7 | 0.0 | 1.0
Cc1ccccc1-c1cccc(CN2CCC3(CCC(=O)N3C)CC2)c1
    -6.4 | -0.1 | -0.1 | 2.8
COc1ccc(OC)c(-c2csc(NC(=O)c3ccc([N+](=O)[O-])s3)n2)c1
    1.4 | -0.9 | -0.1 | -5.2
O=C1NC(=Nc2cccc(Br)c2)SC1(CO)CO
    -8.3 | -1.3 | -0.3 | -1.7
COc1ccc(-c2cnc3ccc(NCc4ccco4)nn23)cc1
    2.7 | 0.8 | 0.0 | -0.5
O=C(COC(=O)c1ccc(Cl)s1)c1ccc[nH]1
    -0.3 | -0.8 | -0.1 | 0.5
O=CN1CCc2c([nH]c3ccccc23)C12CCCN(CCOc1ccccc1)C2 (stereo not given)
    -15.2 | 0.1 | -0.5 | -2.5
CCC(=O)c1cc(Br)ccc1O
    2.9 | -1.3 | 0.3 | -7.7
NC(=O)N/N=C1/c2ccccc2-c2c(C(=O)N3CCCCC3)cccc21
    11.9 | -1.1 | -0.1 | -11.8
C=C(C)CN(CC)CN1C(=O)NC2(CCC(C)CC2)C1=O (stereo not given)
    -1.6 | -1.5 | 0.6 | 17.0
COc1ncc(-c2cnc3c(N4CCOCC4)nccn23)c(OC)n1
    -4.3 | 0.1 | -0.6 | -14.7
CC(C)(C)NC(=O)CN1N=C(C(C)(C)C)Cn2c(cc3ccccc32)C1=O
    -1.5 | 1.6 | -0.3 | 4.1
COc1ccccc1-c1nnc(NC(=O)Cc2ccccc2)o1
    -1.8 | 3.9 | -0.1 | 24.6
Cc1cc2c(cc3c(=O)n(CC(=O)N(Cc4cccnc4)C4CC4)nc(C)n32)o1
    2.3 | 0.0 | -0.1 | 18.0
Cc1ccc(NC(=O)N2CCC(C(=O)NCc3ccc(F)cc3)CC2)cc1
    -1.8 | 1.3 | 0.2 | 23.4
CCOC(=O)c1c(NC(=O)COc2ccc(Cl)cc2)sc(C(N)=O)c1C
    6.1 | 0.8 | -0.2 | 2.2
COCC(=O)Nc1cccc2ccccc12
    4.8 | 0.5 | 0.7 | -1.3
COCCCNC(=O)c1cnc2scc(-c3ccccc3Cl)n2c1=O
    6.9 | 0.6 | -0.1 | 8.8
Fc1ccccc1CN1CCN(c2ncccn2)CC1
    -1.9 | -2.4 | 0.0 | 22.6
O=C(NCc1ccccn1)c1sc2ccccc2c1Cl
    -2.6 | -1.2 | 0.1 | 6.9
Cc1cc(=O)oc2cc(NC(=O)Cc3ccccc3[N+](=O)[O-])ccc12
    5.5 | 1.8 | -0.2 | 3.5
Cc1ccc(NS(=O)(=O)c2ccc(Br)cc2)cc1C
    2.5 | 1.6 | 0.1 | 9.9
CCCCCCCn1c(SC(C)C(=O)OCC)nc2c1c(=O)[nH]c(=O)n2C (stereo not given)
    13.1 | -0.7 | 0.0 | -6.0
COC(=O)CNC(=O)c1cc(-c2ccc(F)cc2)nc2ccccc12
    0.5 | -0.3 | -0.1 | 8.1
CC1CC(C)(C)NC(=S)N1CC(=O)NCc1ccccc1 (stereo not given)
    4.3 | -0.1 | -0.1 | 6.0
